MEKK2wt PB1 HTS: raises or lowers MEK5 binding to wildtype human MEKK2 PB1 domain; bead flow cytometry, Alexa488-MEK5 binding to MEKK2 WT; actives lie on both sides; binding response (% of control), % at 10 µM; actives 1.1% (n = 290,000); Q9Y2U5; in the data active means binding response below about 67% or above about 130%
DNA FID counter: displaces DNA intercalator in HCV helicase counter-screen; DNA fluorescent intercalator displacement, fluorescence; inhibition, % at 7.9 µM; actives 0.17% (n = 290,000); AID 1845; in the data active means inhibition above about 37%;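 further: 0% = vehicle and 100% = reference compound; higher means more ethidium bromide displaced from hairpin DNA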
GPR7 antagonist: blocks human GPR7 receptor signaling; GPR7-expressing cells, fluorescence antagonist assay; inhibition, % at 4.4 µM; actives 1.1% (n = 290,000); AID 1861; in the data active means inhibition above about 16%, passing the limit was not always enough;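 further: cells stimulated with the agonist NPW; 0% = agonist with vehicle and 100% = vehicle without agonist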
PHOSPHO1 block: blocks human PHOSPHO1 phosphatase activity | recombinant PHOSPHO1, absorbance phosphatase assay | actives 1.1% (n = 290,000) | Q8TCT1 | inhibition, % at 13.3 µM; in the data active means inhibition above about 60%
Target sequence (Q8TCT1 whole entry, looked up): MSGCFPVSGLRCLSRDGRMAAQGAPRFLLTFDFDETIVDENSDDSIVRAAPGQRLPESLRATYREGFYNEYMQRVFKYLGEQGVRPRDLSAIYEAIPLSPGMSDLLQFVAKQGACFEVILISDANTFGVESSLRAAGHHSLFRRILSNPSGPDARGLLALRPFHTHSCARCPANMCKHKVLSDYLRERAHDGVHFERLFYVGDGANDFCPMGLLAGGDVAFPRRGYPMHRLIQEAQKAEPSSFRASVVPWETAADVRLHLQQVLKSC
NALP1 yeast inh: inhibitors of NALP1 inflammasome in yeast; S. cerevisiae NALP1/ASC/caspase-1 growth, X-gal OD620, 72 h; inhibition, % at 10 µM; actives 0.61% (n = 280,000); in the data active means inhibition mostly above about 24%, no sharp cut-off; inactive means mostly below about 32%; further: some compounds called inactive have numbers as strong as hits
OXTR ag: activates the human oxytocin receptor | P30559 | CHO-OTR cells, Fluo-8 calcium fluorescence; normalized: DMSO 0%, oxytocin 100% | activation, % at 3 µM | actives 0.32% (n = 320,000);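 active means activation above the mean of all tested compounds plus 3 SD, cutoff set per screening run, cut at about 20% in these data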;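 further: peak over basal fluorescence ratio from a 100 s FLIPR kinetic read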
MEKK2 mut-MEK5: signal of MEK5 binding to mutant human MEKK2 PB1 domain. bead flow cytometry, Alexa488-MEK5 binding to MEKK2 mutant. percent response, % at 10 µM. actives 0.35% (n = 290,000). AID 1530; in the data active means percent response above about 24%, passing the limit was not always enough; further: inactives centre near 1; some results filed as inactive read as strong as hits; reference of the scale not given here
PfM18AAP inh: blocks P. falciparum M18 aspartyl aminopeptidase | recombinant PfM18AAP, H-Glu-NHMec fluorogenic cleavage | inhibition, % at 7.35 µM | actives 1.2% (n = 290,000) | AID 1822;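 active means inhibition above the campaign mean inhibition over all tested compounds plus 3 SD, cut at about 28% in these data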;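 further: 0% = plate median of test compound wells and 100% = 2 mM ZnCl2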
MEKK3 PB1 HTS: MEKK3-MEK5 PB1 interaction, increase or decrease; Q99759; bead-based flow cytometry, Alexa488-MEK5 binding to MEKK3; actives lie on both sides; 0 = blocked by unlabeled MEK5, 100 = vehicle; binding response (% of control), % at 10 µM; actives 1.4% (n = 290,000);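 active means binding response more than 3 SD above or below the average of its plate-row segment, actives on both sides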;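 further: Alexa488 bead fluorescence after subtracting the streptavidin-only scavenger bead signal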
Target sequence (Q99759 whole entry, looked up): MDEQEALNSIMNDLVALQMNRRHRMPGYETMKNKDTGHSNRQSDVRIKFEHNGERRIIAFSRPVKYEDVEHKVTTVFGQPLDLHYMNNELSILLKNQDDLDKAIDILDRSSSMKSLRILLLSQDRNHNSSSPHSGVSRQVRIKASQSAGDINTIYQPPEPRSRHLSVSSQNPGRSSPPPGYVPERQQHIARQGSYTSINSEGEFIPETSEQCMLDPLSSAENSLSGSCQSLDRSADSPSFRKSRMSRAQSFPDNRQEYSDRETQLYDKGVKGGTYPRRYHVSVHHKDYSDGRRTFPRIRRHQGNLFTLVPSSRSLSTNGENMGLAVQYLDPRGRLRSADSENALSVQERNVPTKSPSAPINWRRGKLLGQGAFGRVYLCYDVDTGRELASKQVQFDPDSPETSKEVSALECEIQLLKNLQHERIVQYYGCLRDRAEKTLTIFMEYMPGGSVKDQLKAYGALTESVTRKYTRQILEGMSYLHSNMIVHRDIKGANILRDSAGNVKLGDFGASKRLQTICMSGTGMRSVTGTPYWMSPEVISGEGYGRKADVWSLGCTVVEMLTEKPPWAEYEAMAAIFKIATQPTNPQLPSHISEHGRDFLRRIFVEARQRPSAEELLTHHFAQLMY
The depositor's hits bear a star; x = no result given; [ ] = another dose, or the depositor's remark.

Every second line gives: MEKK2wt PB1 HTS	DNA FID counter	GPR7 antagonist	PHOSPHO1 block	NALP1 yeast inh	OXTR ag	MEKK2 mut-MEK5	PfM18AAP inh	MEKK3 PB1 HTS
Cc1ccc(CCN2CC(C(=O)NCCCN(C)Cc3ccccc3)CC2=O)cc1 (configuration not stated)
→ 111.0	9.9	-13.3	-11.9	8.9	-1.1	4.0	1.5	105.0
CC(=O)c1ccccc1C(=O)N1CCC(n2nccc2NC(=O)C2CC2)CC1
→ 98.0	-7.8	-15.0	65.8*	2.3	x	0.0	0.3	99.0
CCS(=O)(=O)N1CCC(C(=O)Oc2ccc(Cl)cc2)CC1
→ 108.0	-13.6	-12.2	x	9.5	0.0	4.0	-4.9	101.0
Cc1cc(C)c(C(=O)COC(=O)c2ccc([N+](=O)[O-])o2)cc1C
→ 94.0	4.7	-9.2	7.6	9.9	-2.2	-3.0	2.9	96.0
O=C(COc1ccccc1)Nc1ccccc1N1CCCCC1
→ 95.0	-11.6	-8.7	29.3	19.4	-0.7	1.0	12.2	97.0
O=C(Nc1ccc2ccccc2c1)N1CCCN(CCOc2ccccc2)CC1
→ 100.0	3.8	-18.0	29.8	10.2	0.7	3.0	-10.2	95.0
N#Cc1c(-c2ccc(Cl)cc2)ccn2nc(CCC(=O)O)nc12
→ 101.0	-12.8	-19.6	16.5	28.8	1.2	-1.0	0.9	100.0
Cn1c(=O)n(C)c2cc(S(=O)(=O)N3CCOCC3)ccc21
→ 94.0	1.2	-0.7	12.4	16.3	-0.1	0.0	-3.0	95.0
COC(=O)c1ccc(/C=C/C(=O)c2ccc(OC)cc2)cc1
→ 98.0	-5.6	-5.0	1.3	2.8	-0.5	1.0	-5.5	100.0
Clc1ccc(-c2csc(N3CCSCC3)n2)cc1
→ 103.0	-2.3	-6.0	-8.6	17.7	-2.2	0.0	-1.5	103.0
O=C(c1cccs1)N1CCN(C(=O)C2CCCO2)CC1 (configuration not stated)
→ 111.0	-5.3	4.2	-5.8	7.7	-0.5	7.0	7.1	110.0
COc1ccc(NC(=O)N2CCN(c3nc4ccccc4n3C(C)C)CC2)cc1
→ 108.0	-2.9	-8.7	-7.9	6.9	-1.9	6.0	6.0	110.0
COc1cc(C(=S)N2CCCC2)ccc1OS(=O)(=O)c1ccc(NC(C)=O)cc1
→ x	-10.6	10.2	32.0	-22.8	7.5	x	-7.2	x
COc1cc(CC(=O)Nc2ccc(S(=O)(=O)NC3=NCCCCC3)cc2)cc(OC)c1OC
→ 101.0	-15.6	-16.9	21.0	-2.2	0.7	-1.0	-7.1	103.0
CC(NC(=O)Nc1ccccc1)c1ccccc1 (configuration not stated)
→ 100.0	2.9	-8.3	15.0	10.2	-0.2	5.0	-10.8	103.0
C/C(=N\Nc1cccc2cccnc12)c1ccc(C)cc1
→ 105.0	3.9	-4.5	-46.3	2.4	-0.8	2.0	13.0	99.0
CC1CCCC(=C\c2ccccc2)/C1=N/O (configuration not stated)
→ 95.0	-4.5	6.1	-17.0	16.0	-2.5	-2.0	2.3	97.0
COc1ccc(NC(=O)CCc2nnc3ccc(NCc4ccco4)nn23)cc1
→ 97.0	-26.4	-5.4	-14.9	-1.5	0.7	1.0	19.2	98.0
CC(C)(C)c1ccc(OCC(=O)OCCNC(=O)c2cccnc2)cc1
→ 97.0	-11.5	-5.4	-5.8	x	2.4	1.0	-15.3	99.0
CCN(CC)Cc1c(C(=O)N/N=C/c2cccc3ccccc23)nnn1-c1nonc1N
→ 97.0	-6.5	-14.8	17.4	2.4	-1.6	-3.0	-5.0	100.0
Cc1cc(-c2ccccc2)n2ncc(-c3ccccc3)c2n1
→ 101.0	-6.1	-12.4	14.4	13.0	-2.4	-1.0	-0.8	101.0
CC(=O)OCc1c(C(F)(F)F)nn(C)c1SCc1ccc(Cl)cc1
→ 97.0	-15.0	-10.6	-5.9	20.0	-2.0	1.0	2.4	99.0
O=Cc1c(N2CCCCCC2)nc2ccccn2c1=O
→ 113.0	-2.9	-15.3	11.3	-4.1	-0.5	7.0	-6.1	105.0
O=C(NNc1ccccc1)C(=O)NNS(=O)(=O)c1ccc(CCCl)cc1
→ 99.0	-8.2	-5.1	14.7	3.8	0.8	-1.0	8.4	102.0
COC(=O)[C@H](C)NC(=O)COc1ccccc1
→ 99.0	-1.2	-4.3	-3.2	4.4	-0.6	1.0	0.4	103.0
COc1ccc(CN2C[C@H](Cc3ccccc3)[C@@H](CC(=O)Nc3ccccc3)C2=O)cc1
→ 100.0	-41.0	0.7	15.2	18.3	-1.8	-1.0	2.9	104.0
COc1ccc(NC(=O)CCCN2C(=O)C(c3ccccc3)Oc3cccnc32)c(OC)c1 (configuration not stated)
→ 96.0	-47.4	-9.2	33.2	12.4	0.0	-5.0	-10.0	97.0
COc1ccc(OC)c(NC(=O)CSc2nc(N3CCOCC3)nc(N3CCOCC3)n2)c1
→ 99.0	-30.8	-1.7	37.6	0.1	-0.4	-1.0	6.3	100.0
O=C(c1ccc2c(c1)OCO2)C1CCCN(Cc2ccccc2OC(F)F)C1 (configuration not stated)
→ 111.0	11.0	-2.4	-9.1	7.5	-1.4	4.0	1.8	102.0
COc1ccc(CC(=O)NNC(=O)CCC(=O)Nc2cc(C)ccc2C)cc1
→ 103.0	-7.5	-7.5	12.0	3.4	0.1	1.0	-4.3	108.0

PHOSPHO1 block: hit marks shown above.
Compound | MEKK2wt PB1 HTS | GPR7 antagonist | PHOSPHO1 block | NALP1 yeast inh | MEKK2 mut-MEK5 | PfM18AAP inh | MEKK3 PB1 HTS
CC(=O)c1ccccc1C(=O)N1CCC(n2nccc2NC(=O)C2CC2)CC1 | 98.0 | -15.0 | 65.8* | 2.3 | 0.0 | 0.3 | 99.0

The list goes on:
Every second line gives: MEKK2wt PB1 HTS	DNA FID counter	GPR7 antagonist	PHOSPHO1 block	NALP1 yeast inh	OXTR ag	MEKK2 mut-MEK5	PfM18AAP inh	MEKK3 PB1 HTS
CCC(C)(C)NC(=O)C(c1ccc(OC)cc1)N(Cc1ccccc1)C(=O)CCC(=O)Nc1cc(C)on1 (configuration not stated)
→ 98.0	-45.1	3.6	28.0	7.5	-1.8	5.0	3.0	99.0
CCC(Oc1ccccc1)C(=O)Nc1ccccn1 (configuration not stated)
→ 76.0	-2.6	-1.4	29.7	3.0	-0.8	-8.0	4.3	68.0
COC/C=C/C1=CC2=CC(=O)C(C)(OC(=O)c3cnc4ccccc4n3)C(=O)C2=CN1CC(C)C (configuration not stated)
→ 85.0	x	x	x	x	-1.4	-2.0	x	80.0*[inhibitor]
COc1cc([N+](=O)[O-])cc(/C=N/NC(=O)Cn2nccc2C)c1O
→ 102.0	-11.3	-12.3	-20.8	x	-0.6	-1.0	-1.3	102.0
Brc1ccc2c(c1)CNc1c(ncnc1N1CCOCC1)O2
→ 103.0	-7.9	7.7	1.7	0.6	2.4	0.0	-2.1	102.0
O=C(NC12CC3CC(CC(C3)C1)C2)c1ccc(-c2ccc(Br)cc2)o1
→ 116.0	-9.6	-18.5	-17.4	27.2	-1.6	2.0	2.2	123.0
Cc1nnc(C)c2c(C)n(-c3cccc4cccnc34)c(C)c12
→ 93.0	1.7	-4.3	-7.9	-2.8	-1.2	-7.0	3.2	104.0
O=C(NCc1nnc(SCC(=O)N2CCCCCC2)o1)c1ccc(F)cc1
→ 102.0	-19.2	-18.2	42.7	6.0	0.0	7.0	2.7	102.0
Cc1ccc(C(=O)NNC(=O)CSc2nnc(-c3ccccc3)n2Cc2ccccc2)cc1
→ 96.0	-47.7	-12.3	-29.5	10.0	-1.1	-2.0	12.7	100.0
O=C(CC(NC(=O)c1ccccc1Cl)c1ccccc1)NC1=NCCS1 (configuration not stated)
→ 96.0	-4.5	-1.4	20.2	-7.7	-0.5	-1.0	-14.2	101.0
Cc1cccc(NC(=O)CSc2nc(N)c(NC(=O)c3ccccc3F)c(=O)[nH]2)c1
→ 107.0	-11.8	9.9	12.3	-13.1	1.3	7.0	5.3	98.0
C/C(=C/c1ccccc1)C(=O)N1CCN(c2ccc(F)cc2)CC1
→ 109.0	-32.9	-2.4	35.6	1.6	-1.8	8.0	5.8	103.0
OCCC1CN(C/C=C/c2ccco2)CCN1Cc1ccccc1 (configuration not stated)
→ 109.0	-11.1	0.1	3.3	10.5	0.7	6.0	9.7	106.0
Cc1cc(C)n2c(SCCN3C(=O)c4ccccc4C3=O)nnc2n1
→ 102.0	0.7	2.2	20.6	10.6	-1.0	2.0	-1.1	100.0
Nc1ccccc1C#Cc1ccc2[nH]ccc2c1
→ 105.0	x	x	x	x	1.5	4.0	x	111.0
O=S(=O)(Nc1nccs1)c1ccc(Nc2nnc(-c3ccccc3)c3ccccc23)cc1
→ 95.0	-20.4	-4.2	-6.4	9.8	0.5	2.0	-6.7	104.0
Cc1cc(C)c(NC(=O)CSc2nc3c(c(=O)n2C)SC(C)C3)c(C)c1 (configuration not stated)
→ 99.0	-4.5	-9.0	26.2	30.5	2.9	2.0	-9.5	94.0
Cc1cccc(C(=O)NCc2ccc(S(N)(=O)=O)cc2)c1[N+](=O)[O-]
→ 104.0	-1.4	-10.2	-17.3	48.9	0.5	0.0	3.2	107.0
N#CC1=C(N)OC2=C(C(=O)CCC2)[C@]12C(=O)N(CC(N)=O)c1ccccc12
→ -1.0*[inhibitor]	-0.1	13.9	1.2	-3.3	-0.7	-21.0	-5.3	0.0*[inhibitor]
CCCCc1c(C)nc2ccc(C)cc2c1SCCC(=O)O
→ 97.0	-37.4	-6.2	39.4	27.0	-2.6	-5.0	0.2	105.0
CN1CCN(C(=O)CN(C)S(=O)(=O)c2cc(Cl)ccc2Cl)CC1
→ 100.0	0.6	-10.6	49.2	-6.0	0.8	-1.0	-3.1	101.0
COC(=O)c1cc2n(n1)CCN(Cc1ccc(C)cc1)C2=O
→ 105.0	-0.1	7.0	45.7	29.9	1.0	16.0	-8.9	107.0
C=CCC1(O)CC(c2ccco2)NC(c2ccco2)C1CCC (configuration not stated)
→ 104.0	1.4	-0.6	15.4	2.2	0.0	0.0	19.1	102.0
COc1ccccc1NC(=O)CN1C(=O)NC(C)(C)C1=O
→ 102.0	-4.3	-14.7	-7.0	7.6	0.8	1.0	-1.7	99.0
CCN(CC)C(=O)C(Sc1ccccc1)c1ccccc1 (configuration not stated)
→ 99.0	-21.1	4.9	-31.2	10.9	-1.9	-7.0	0.1	99.0
Cc1cccc(-n2c3nc(=O)[nH]c(=O)c-3cc3c(C)nn(-c4ccccc4)c32)c1C
→ 96.0	-13.9	-3.0	-11.1	39.9	-1.0	-1.0	6.9	94.0
Cc1cccc(N2CCN(C(=O)c3cccc(N4C(=O)C5CC=CC(C)C5C4=O)c3)CC2)c1C (configuration not stated)
→ 91.0	-40.1	-5.0	21.4	2.6	0.8	-12.0	4.7	92.0
Cc1onc(-c2c(Cl)cccc2Cl)c1C(=O)NCC1CCCO1 (configuration not stated)
→ 87.0	-0.2	13.5	2.9	9.8	-0.4	-5.0	1.7	84.0
COc1ccc(-n2c(=O)cc(N3CCCCCC3)[nH]c2=O)cc1
→ 98.0	-4.5	-7.5	17.9	3.0	1.3	3.0	5.5	94.0
O=C(O)c1ccc(N/N=C/c2cc3ccccc3nc2Cl)cc1
→ 100.0	-9.2	2.5	-11.0	x	2.3	6.0	-11.3	102.0

An excerpt from above in order of their number in PHOSPHO1 block, ascending.
molecule	PHOSPHO1 block
O=S(=O)(Nc1nccs1)c1ccc(Nc2nnc(-c3ccccc3)c3ccccc23)cc1	-6.4
N#CC1=C(N)OC2=C(C(=O)CCC2)[C@]12C(=O)N(CC(N)=O)c1ccccc12	1.2
Cc1cccc(NC(=O)CSc2nc(N)c(NC(=O)c3ccccc3F)c(=O)[nH]2)c1	12.3

From PubChem
